Assay outcomes as filed in PubChem BioAssay.
IL-1B inflam inh – qHTS for Inhibitors of Inflammasome Signaling: IL-1-beta AlphaLISA Primary Screen | THP-1 LPS/ATP IL-1B secretion, AlphaLISA, 16 h; stronger effect = lower value | activity change, % at 57.5 µM | actives 4.7% (n = 360,000) | AID 743279, 2014; in the data active means activity change below about -50%; inconclusive means mostly about -30% to -49%; further: on the % scale 0 is the no-effect control and ±100 the full control effect
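Secreted IL-1B measured by AlphaLISA bead assay after 16 h compound exposure of THP-1 cells; compounds (final up to 57.5 uM) added 1 h before LPS (250 ng/mL) and ATP (1.25 mM) stimulation; lower signal means less secretion.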
HT1080 IDH1KD tx – qHTS for induction of synthetic lethality in tumor cells producing 2HG: qHTS for the HT-1080-IDH1KD cell line; HT-1080 IDH1 knockdown viability, ATP luminescence, 48 h; Potency, µM (top dose mostly 46.1 µM), for inactives: top-dose activity, negative = toxicity, most hits filed as cytotoxic; AID 686971, 2013; actives 2% (n = 360,000);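 further: potency means the concentration at half of the fitted maximal effect; 0% = DMSO wells and -100% = cell-free medium wells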
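HT-1080-IDH1KD cells (IDH1 knocked down), 750/well in RPMI with 5% FBS, treated with compound 48 h at 37 degrees C. Viability by CellTiter-Glo luminescence, normalised to DMSO and no-cell wells; concentration-response curves classed.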
DRD3 agonist – qHTS of D3 Dopamine Receptor Agonist: qHTS. D(3) dopamine receptor (Homo sapiens), P35462. D3R DiscoveRx beta-arrestin cells, luminescence, 90 min. max activation, %. actives 0.58% (n = 410,000); in the data active means max activation above about 30%; further: 0% is about no effect; mostly tested at two doses, the higher about 12 µM
Target sequence (P35462 whole entry, looked up): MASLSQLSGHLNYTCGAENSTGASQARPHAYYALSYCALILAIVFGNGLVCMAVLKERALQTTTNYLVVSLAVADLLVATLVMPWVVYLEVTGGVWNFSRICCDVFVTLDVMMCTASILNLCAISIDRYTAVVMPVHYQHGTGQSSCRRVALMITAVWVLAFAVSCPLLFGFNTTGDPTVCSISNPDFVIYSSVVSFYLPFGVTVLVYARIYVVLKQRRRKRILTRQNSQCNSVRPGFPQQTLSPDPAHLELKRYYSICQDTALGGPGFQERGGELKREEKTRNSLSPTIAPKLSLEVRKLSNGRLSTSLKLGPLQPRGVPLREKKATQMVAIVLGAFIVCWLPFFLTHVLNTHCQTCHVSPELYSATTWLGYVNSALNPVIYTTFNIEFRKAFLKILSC
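Agonist-mode cell screen: cells plated at 1500/well and incubated overnight at 37 °C, then exposed to library compounds for 90 min at 37 °C. Detection reagent was added for 30–60 min at room temperature, and luminescence was read.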
KB-V1 MDR tox – qHTS assay for MDR1-selective chemotherapeutics: Primary screen using the drug-selected MDR subline cells KB-V1; KB-V1 MDR cells viability, CellTiter-Glo, 72 h; Potency, µM (series often up to 46.1 µM), for inactives: at the top dose activity change, negative = cytotoxicity, most hits filed as cytotoxic; actives 3.4% (n = 400,000); further: potency means the concentration at half of the fitted maximal effect; on the % scale 0 is the no-effect control and ±100 the full control effect; nearly all actives have a fitted effect of over 60% in size
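Cytotoxicity via CellTiter-Glo luminescence after 72 h compound exposure at 37 degrees C. Cells: drug-selected KB-V1 line, DMEM phenol-red free plus 10% FBS. Compounds tested at multiple concentrations; normalized data fitted to concentration-effect curves.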
SW480 rerep – A quantitative high throughput screen for small molecules that induce DNA re-replication in SW480 colon adenocarcinoma cells | SW480 DNA re-replication, Hoechst DNA content imaging, 48 h | Potency, µM (highest dose often 46.1 µM), for the others: top-dose re-replication activation, hits mostly activators | actives 1.8% (n = 340,000) | AID 624297, 2012; further: potency means the concentration at half of the fitted maximal effect; % of control where 0% means no effect; nearly all actives have a fitted effect of over 55% in size
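Image-based DNA-content assay: after two days of treatment, nuclei were labelled with the DNA dye Hoechst and imaged, and hits were compounds raising the count of nuclei showing high fluorescence intensity.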
KB-3-1 tox – qHTS assay for MDR1-selective chemotherapeutics: Primary screen using the parental adenocarcinoma cell KB-3-1. KB-3-1 viability, CellTiter-Glo ATP luminescence, 72 h. Potency, µM (top dose mostly 46.1 µM), inactives show at the top dose activity change, negative = cytotoxic, actives largely listed as cytotoxic. actives 1.4% (n = 400,000). AID 1347075, 2019; further: potency means the concentration at half of the fitted maximal effect; on the % scale 0 is the no-effect control and ±100 the full control effect; nearly all actives have a fitted effect of over 60% in size
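Cells are dispensed, compounds pinned in, plates held at 37 °C for 72 h, then CellTiter-Glo is added and luminescence read after 10 minutes. Cell line: parental KB-3-1 in phenol-red-free DMEM, 10% FBS.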
MCF10A rerep – A quantitative high throughput screen for small molecules that induce DNA re-replication in MCF 10a normal breast cells; MCF 10A DNA re-replication, Hoechst nuclear intensity, 48 h; Potency, µM (highest dose often 46.1 µM), without a hit: top-dose activity, positive = re-replication, actives largely listed as activators; actives 2.9% (n = 350,000); AID 624296, 2012; further: potency means the concentration at half of the fitted maximal effect; % of control where 0% means no effect; nearly all actives have a fitted effect of over 50% in size
HT1080NT lethal – qHTS for induction of synthetic lethality in tumor cells producing 2HG: qHTS for the HT-1080-NT fibrosarcoma cell line. HT-1080-NT fibrosarcoma viability, CellTiter-Glo ATP luminescence, 48 h. Potency, µM (doses to about 46.1 µM), for inactives: at the highest dose activity, negative = less viability, actives largely listed as cytotoxic. actives 1.6% (n = 360,000). AID 686970, 2013;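 further: NT is the 2HG producing partner of a matched IDH1 knockdown line; potency means the concentration at half of the fitted maximal effect; 0% = DMSO-treated cells and -100% = media-only wells without cells; nearly all actives have a fitted effect of over 55% in size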
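Read-out is CellTiter-Glo luminescence after 10 minutes at room temperature, following 48 hours' compound treatment of HT-1080-NT cells (750 cells/well, RPMI, 5% FBS, 37 degrees C).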
GLP1R cytotox – qHTS of GLP-1 Receptor Inverse Agonists: Cytotox Screen; AID 624418, 2012; Potency, µM (top dose mostly 38.3 µM), for the others: at the highest dose activity change, negative = inhibition, most hits filed as inhibitors; HEK293 cAMP-luciferase reporter cells, luminescence, 24 h; actives 0.13% (n = 410,000);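 further: loss of luciferase light is scored as toxicity; potency means the concentration at half of the fitted maximal effect; on the % scale 0 is the no-effect control and ±100 the full control effect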
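Step one: seed cells (200 cells/uL, DMEM with 10% Nu serum, 1% pen-strep). Step two: 12-hour incubation at 37 deg C. Step three: pin 23 nL compound, incubate 24 hr. Step four: add luciferase reagent, read luminescence 12 min later.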
Numbers without * were called inactive; ? = inconclusive; · = not tested or not shown; [ ] = another dose, or the depositor's remark. Unless noted, the call rests on the fitted dose curve; in most records, active means well fitted curve in the direction sought with a large enough effect; inconclusive means small, poorly fitted or top-dose-only effect, or another doubt; inactive means no such curve, though single readings can be large; an effect the other way counts as inactive or inconclusive.

SMILES	IL-1B inflam inh	HT1080 IDH1KD tx	DRD3 agonist	KB-V1 MDR tox	SW480 rerep	KB-3-1 tox	MCF10A rerep	HT1080NT lethal	GLP1R cytotox
CCOC(=O)C1CCCN(C(=O)c2cc3nc(-c4ccc5c(c4)OCO5)cc(C(F)(F)F)n3n2)C1 (stereo not given)	8	-1%	120*	?	-3%	-3%	?	7%[9.24 µM]	10%
COc1ccc2c(CC(=O)OCC(=O)NC(N)=O)coc2c1	0	3%	-6	6%	2%	4%	1%	3%	-5%
Cc1cccc(-c2nnc(SCC#N)n2-c2cccc(Cl)c2)c1	?	-16%	1	?	-5%	2%	16%	-22%	5%
CCOC(=O)c1ccc(CNC(=O)C2CCC(=O)N(CCc3ccccc3)C2)o1 (stereo not given)	11	-3%	-12	-15%	-45%[inhibitor]	-6%	21%	-9%	-2%
Cc1ccc(NC(=O)CCSc2nnc3ccccn23)cc1	-5	0%	1	6%	3%	-1%	0%	4%	-5%
CCOC(=O)N1CCC(NCCNC(=O)c2ccc(F)cc2)CC1	26	0%	-67	1%	-16%	7%	8%	0%	1%
COc1ccc(CCNC2CC(=O)N(CCc3ccc(OC)c(OC)c3)C2=O)cc1OC (stereo not given)	-3	-12%	5	18µM*	-5%	-5%	-2%	-5%	-6%
O=C(Nc1ccccc1Cl)c1cc(S(=O)(=O)N2CCCCC2)ccc1N1CCOCC1	-23	-2%	-11	?	1%	?	8%	-3%	18%
COc1ccc(-c2cc(C)no2)cc1S(=O)(=O)NCc1ccco1	·	·	-11	?	·	-13%	·	·	5%
CCc1ccc(NC(=O)CSC2=Nc3ccccc3C3=NC(CC(=O)NC4CCCCC4)C(=O)N23)cc1 (stereo not given)	·	·	-6	19%	·	3%	·	·	-4%
Cn1ccnc1C1CCCCN1Cc1nc(-c2ccc(Cl)cc2)no1 (stereo not given)	-9	0%	0	0%	0%	-10%	-1%	6%	2%
Cc1cc(C(=O)OC(C)C(=O)N2CCc3ccccc32)ccc1[N+](=O)[O-] (stereo not given)	10	0%	-11	?	8%	-20%	2%	-2%	0%
CC(CCN1C(Nc2ccccc2)=NC[C@@H]1Cc1ccccc1)c1ccccc1 (stereo not given in full)	-23	-13%	-11	-9%	0%	2%	18%	-1%	-2%
N#Cc1c(N)n(CCNC(=O)c2ccc(Cl)cc2)c2nc3ccccc3nc12	-58*	-17%	-2	-1%	?	26%	18µM*	-10%	259%[activator]
Cc1cc(C)nc(N/N=C/C2=C(N3CCOCC3)C(=C\c3ccc(Cl)cc3)/CC2)n1	-25	-23%	-14	3%	?	?	?	-23%	2%
CCc1nc(C(N)=O)c2[nH]c(=O)n(-c3ccc(OC)cc3OC)c2n1	-6	2%	0	-4%	-18%	1%	0%	3%	6%
Cc1oc2ncnc(N3CCCCC3)c2c1C(=O)N1CCN(c2cccc(Cl)c2)CC1	·	·	-5	-22%	·	-8%	·	·	-19%
Cc1[nH]c2ccccc2c1C(=O)COC(=O)c1ccccc1O	-1	-1%	0	-3%	1%	-9%	1%	-1%	8%
Cc1ccc(C(C)C)cc1OCCCCN1CCCC1	5	1%	-8	21µM*	12%	-25%	?	3%	-26%
CC(Oc1ccc2c3c(c(=O)oc2c1)CCCC3)C(=O)NCC(O)c1ccccc1 (stereo not given)	-7	2%	-8	?	-1%	4%	-2%	4%	8%

One compound at a time, from the list above. Screens in order: IL-1B inflam inh	HT1080 IDH1KD tx	DRD3 agonist	KB-V1 MDR tox	SW480 rerep	KB-3-1 tox	MCF10A rerep	HT1080NT lethal	GLP1R cytotox
Listed for CCc1nc(C(N)=O)c2[nH]c(=O)n(-c3ccc(OC)cc3OC)c2n1 : -6	2%	0	-4%	-18%	1%	0%	3%	6%
Listed for COc1ccc2c(CC(=O)OCC(=O)NC(N)=O)coc2c1 : 0	3%	-6	6%	2%	4%	1%	3%	-5%

New compounds follow:
SMILES	IL-1B inflam inh	HT1080 IDH1KD tx	DRD3 agonist	KB-V1 MDR tox	SW480 rerep	KB-3-1 tox	MCF10A rerep	HT1080NT lethal	GLP1R cytotox
CC(C)CN1CCc2nc(N3CCN(c4ncccn4)CC3)ncc2C1	·	·	6	-16%	·	-3%	·	·	4%
C=CCOC(=O)COc1ccc2c(C)c(CC)c(=O)oc2c1	16	3%	-6	17%	-4%	?	-1%	5%	1%
C=CCOn1c(=O)c(=O)n(OCc2ccccc2)c2ccccc21	-13	4%	12	-13%	-5%	4%	3%	10%	-7%
CCc1ccccc1NC(=O)c1cc(S(=O)(=O)NCCc2ccc(OC)c(OC)c2)ccc1F	·	·	1	?	·	0%	·	·	-21%
COc1ccc(NC(=O)c2cccc(Cl)c2)c[n+]1[O-]	-1	10%	10	0%	-9%	0%	-26%	11%	-3%
Cn1nc(-c2ccccc2)c2nc3ccccc3nc21	26	1%	1	12%	?	5%	?	-1%	121%[activator]
COc1nc(C)ccc1-c1noc(-c2cccnc2)n1	74	-1%	-9	-8%	?	-5%	?	-5%	-3%
CC1(C)CC(O)C(CCC(O)c2ccccc2)C(C)(C)N1 (stereo not given)	3	5%	2	21%	-7%	0%	-1%	-3%	-13%
CCCNS(=O)(=O)c1ccc2c(c1)CCCN2C(C)=O	-5	7%	-3	-4%	2%	0%	5%	13%	4%
Cc1cnc(C(=O)Nc2ccc(N3CCOCC3)cc2)cn1	32	1%	1	-19%	-9%	-6%	?	14%	1%
Cc1ccc(N2CCN(C(=S)c3ccc(-c4ccccc4[N+](=O)[O-])o3)CC2)cc1	-21	-21%	0	4%	3%	8%	0%	-8%	1%
CCNC(=O)CC1C(=O)N(c2ccccc2)C(=O)N1CCc1ccc(OC)c(OC)c1 (stereo not given)	0	-1%	-23	-1%	-4%	-8%	-7%	-7%	-2%
C=CCSc1nc2c(C(=O)OCC)nnn2c2ccccc12	2	-13%	7	-2%	0%	11%	?	-8%	-2%
COc1cc(-c2nc(N)n[nH]2)cc(OC)c1OC	-12	-12%	3	-12%	-10%	2%	2%	0%	-11%
O=C(NC1CCCC1)C(c1ccsc1)N(C(=O)Cc1cccs1)c1ccccc1 (stereo not given)	-4	?	-5	?	19%	-1%	?	9%	3%
CC(c1ccc2ccccc2c1)c1ccccc1C(=O)O (stereo not given)	35	3%	-1	12%	·	-3%	·	-1%	-1%
CC1CCCC(NC(=O)COC(=O)Cc2cn3ccsc3n2)C1C (stereo not given)	7	11%	2	?	1%	19%	1%	2%	5%
CCOc1ccc(S(=O)(=O)NCCc2ccccn2)cc1	6	0%	4	·	9%	·	13%	14%	20%
COC(=O)c1c(C)[nH]c(C)c1-c1ccccc1Cl	2	-9%	-1	-1%	-4%	0%	3%	-2%	-13%
Cc1cccc(OCC(=O)Nc2ccc3c(c2)nc(CCN2CCN(c4ccccn4)CC2)n3C)c1	?	?	25	0%	?	-19%	7%	-21%	-31%
N#Cc1cccc(C(=O)C(=O)N2CCN(c3ccccc3)CC2)c1	-2	11%	9	-6%	·	4%	·	16%	0%
COc1cccc(CC(=O)Nc2ccc(-c3nc4ccccc4s3)cc2Cl)c1	·	·	-4	3%	·	6%	·	·	5%
CCCN1CCN(CCCNC(=O)c2cc3c(=O)[nH]c4ccc(C)cc4c3s2)CC1	·	26µM*	-15	23%	28%	-26%	24%	21µM*	?
CCCCN1CC(=O)N2[C@H](c3ccc(OC)cc3)[C@@H]3C(=O)N(CC)C(=O)[C@@H]3[C@]2(C)C1=O	0	10%	-12	9%	-19%	21%	-5%	10%	6%
CCn1c(Cc2ccc(OC)cc2)nnc1SCc1nc2ccccc2c(=O)[nH]1	12	0%	-3	4%	-8%	-5%	-13%	-3%	8%
CC(C)Nc1nc2ccccc2c(=O)[nH]1	24	1%	1	-6%	15%	15%	18%	0%	-3%[7.66 µM]
Cc1cccc(Nc2ccccc2C(=O)NCc2ccco2)c1C	3	?	-4	18µM*	?	?	?	?	-22%
COC(=O)c1cccc(COC(=O)CNC(=O)c2ccco2)c1	-15	6%	-1	22%	-22%	-2%	3%	10%	2%
Cc1ccc(Cn2c(=O)n(CCCC(=O)NCc3ccccc3Cl)c(=O)c3ccccc32)cc1	·	·	-16	-1%	·	-11%	·	·	1%
CC(=O)Nc1cc(-c2ccccc2N(C)C)cn2c(-c3cccc(C(F)(F)F)c3)cnc12	-21	?	4	-8%	·	0%	·	?	-16%
CS(=O)(=O)N(CC(=O)Nc1ccc(S(=O)(=O)N2CCOCC2)cc1)c1cccc(F)c1	-10	-1%	3	0%	23µM*	-11%	?	-1%	1%
COc1ccc(CC(=O)N(C)c2ccccc2)cc1S(=O)(=O)N1CCOCC1	-23	-1%	1	15%	·	-18%	·	-5%	5%
CCN1CCN(c2ncnc3scc(-c4ccc(C)c(C)c4)c23)CC1	?	-27%	-18	-19%	4%	-16%	0%	?	-24%
N#CC(c1ccccc1)c1ccc(C(=O)c2ccc(F)cc2)cc1 (stereo not given)	4	-21%	-12	?	0%	0%	?	-12%	27%
CCOC(=O)C1=C(C)Nc2nc3ccccc3n2C1c1ccccc1 (stereo not given)	-7	-2%	-6	0%	0%	1%	0%	12%	-6%
CC(=O)c1nnn(-c2nc(N)nc(N(c3ccccc3)c3ccccc3)n2)c1C	38	13%	1	10µM*	-9%	-18%	0%	-1%	-28%
CCOC(=O)N1CCN(C(=O)Nc2ccc3nc(C)c(C)nc3c2)CC1	-9	0%	-2	0%	-6%	6%	5%	-2%	65%[activator]
